Assay outcomes (PubChem BioAssay)
LYP inhibition: inhibitors of LYP phosphatase, biochemical, fluorescence intensity, uHTS (AID 1779) | recombinant LYP phosphatase, fluorescence intensity; higher % means a stronger effect | inhibition, % at 11.5 µM; hits with a dose series show IC50 in µM | 0.054% of 290,000 active; in the data active = inhibition above about 50%;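 also: plate controls were vehicle with enzyme for no effect and no enzyme for full effect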
NS5 inhibitors: Dengue-2 NS5 methyltransferase inhibitors, primary screen, biochemical, confirmation dose response (AID 588689). Dengue-2 NS5 methyltransferase capping enzyme assay, biochemical; higher % means a stronger effect. Genome polyprotein (Dengue virus type 2 (strain 16681-PDK53)). 0.3% of 340,000 active. inhibition, % at 25 µM; hits with a dose series show IC50 in µM; in the data active = a potency from the dose series; inconclusive = inhibition above about 29% without an active follow-up result
RSV antiviral HEp-2: RSV antiviral activity via CPE protection, HEp-2 cells, primary 10 µM value included (AID 2391). 0.13% of 310,000 active. one-dose CPE inhibition, % at 10 µM; IC50 in µM for titrated hits. HEp-2 cells, RSV-induced CPE inhibition; higher % means a stronger effect; in the data active = a potency from the dose series; inconclusive = CPE inhibition mostly from about 23% at the one dose, without a potency; inactive = the rest, 99 in 100 with CPE inhibition below about 21%; also: strong numbers were not always called active
Rac1 GTP hydrolysis: MgcRacGAP GTPase-activating activity inhibitors, confirmation, biochemical, ADP Hunter fluorescence; Rac GTPase-activating protein 1 (Homo sapiens); MgcRacGAP-stimulated Rac1 GTP hydrolysis, ADP Hunter fluorescence; higher % means a stronger effect; GST-tagged Rac1 F28L mutant substrate; one-dose inhibition, % at 30 µM; IC50 in µM for titrated hits; 0.6% of 340,000 active; AID 624330, 2012;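 active = first-screen hits whose inhibition reached a set limit at any dose in the follow-up dose series; inconclusive = inhibition above the set first-screen limit but never retested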;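 also: fluorescence reports GDP produced by GAP-driven GTP hydrolysis; strong numbers were not always called active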
West Nile antiviral: West Nile virus antiviral activity, cell-based, CPE readout (AID 1621); West Nile virus-infected cells, CPE inhibition; higher % means a stronger effect; one-dose CPE inhibition, % at 10 µM; IC50 in µM for titrated hits; 0.02% of 290,000 active; in the data active = a potency from the dose series; inconclusive = CPE inhibition mostly from about 3.7% at the one dose, without a potency; inactive = the rest, 99 in 100 with CPE inhibition below about 2.2%; also: strong numbers were not always called active
GPR35 arrestin U2OS: GPR35 antagonists blocking zaprinast-driven arrestin recruitment, primary screen, imaging, U2OS, beta-arrestin-GFP, zaprinast agonist (AID 2058) | G-protein coupled receptor 35 (Homo sapiens) | U2OS GPR35 beta-arrestin-GFP translocation imaging, zaprinast antagonism; higher % means a stronger effect | inhibition, % at 10 µM; hits with a dose series show IC50 in µM | 0.052% of 290,000 active;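 active = inhibition of at least 50% with at least 30 cells and total cytoplasm GFP at most 10,000,000; inconclusive = under 30 cells or total GFP of 10,000,000 plus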
SV40 large T antigen: SV40 large T antigen inhibitors, biochemical (AID 1903); inhibition, % at 20 µM; hits with a dose series show IC50 in µM; 0.39% of 310,000 active; SV40 large T antigen ATPase/helicase inhibition assay; higher % means a stronger effect; in the data active = a potency from the dose series; inconclusive = inhibition mostly from about 32% at the one dose, without a potency; inactive = the rest, 99 in 100 with inhibition below about 32%; also: strong numbers were not always called active
PhoP inhibition: inhibitors of PhoP regulon expression, primary screen, Salmonella Typhimurium, GFP reporter (AID 1863); S. Typhimurium PhoP-regulated promoter GFP reporter, 4 h; higher % means a stronger effect; one-dose inhibition, % at 50 µM; IC50 in µM for titrated hits; 0.16% of 300,000 active;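 active = inhibition over 29.93%, a cutoff 3 SD above the screen mean, later confirmed by dose response; inconclusive = inhibition over 29.93% but no dose response follow-up; inactive = inhibition at most 29.93% or unconfirmed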;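 also: 0% = low Mg2+ inducing control and 100% = high Mg2+ repressing control; strong numbers were not always called active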
ER stress rescue: rescue of cells from ER stress-induced death, primary screen, 384-well, CSM14.1, thapsigargin, ATP luminescence (AID 1222) | CSM14.1 thapsigargin-induced death rescue, ATP luminescence; higher % means a stronger effect | cellular ATP content (survival), % at 20 µM; hits with a dose series show EC50 in µM | 190,000 tested, under 10 active;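 active = EC50 below 50 µM in the dose-response confirmation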;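 also: death triggered by thapsigargin at about 15 µM added after 2 h compound pretreatment; cell ATP read after overnight thapsigargin exposure of roughly 18 to 22 hours; normalized against plate controls of thapsigargin alone and 5% DMSO vehicle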
Numbers without * were called inactive; ? = inconclusive; . = no result given. Rows were taken by chance. Share with any hit: about 1.5%.

SMILES	LYP inhibition	NS5 inhibitors	RSV antiviral HEp-2	Rac1 GTP hydrolysis	West Nile antiviral	GPR35 arrestin U2OS	SV40 large T antigen	PhoP inhibition	ER stress rescue
CC(=O)N1N=C(c2ccc(C)cc2)CC1c1ccco1 (stereo not drawn)	-1%	-2%	1.5%	-6%	-1.0%	-8%	53%	-11%	1.4%
CC1Cc2cc(S(=O)(=O)NCCC(=O)N(C)Cc3ccccc3)ccc2N1C(=O)C1CC1 (stereo not drawn)	-5%	1%	3.0%	12%	-0.1%	18%	15%	0%	.
O=C(NCCN1CCOCC1)c1cc(-c2cccc(Cl)c2)on1	-15%	-7%	-0.2%	-7%	-0.6%	9%	10%	-8%	.
COc1ccc(/C=C/C(=O)N[C@H](C(=O)O)C(C)C)cc1	4%	2%	-0.7%	2%	-0.1%	-1%	5%	-1%	-1.4%
Cc1cccc(NC(=O)c2sc(NC(=O)COc3ccccc3)c(C#N)c2C)c1C	-7%	-4%	1.0%	2%	0.6%	-3%	10%	-9%	-1.3%
COc1ccc(S(=O)(=O)N2CCN(Cc3ccccc3[N+](=O)[O-])CC2)cc1	.	1%	21%	18%	.	.	6%	.	.
CC1CCCN(CCCOc2ccc([N+](=O)[O-])cc2)C1 (stereo not drawn)	-10%	-8%	0.1%	14%	-0.7%	-9%	22%	28%	-1.0%
CCOC(=O)Cc1csc(NC(=O)/C=C\c2ccccc2Cl)n1	0%	.	7.2%	.	-0.5%	18%	1%	-3%	-2.9%
Cc1csc(CN(C)C(=O)CC2C(=O)NCCN2Cc2ccc(Cl)c(F)c2)n1 (stereo not drawn)	-8%	-4%	1.0%	0%	-0.3%	8%	1%	2%	.
Nc1nnc(CC(=O)N/N=C/c2ccc(-c3ccccc3)o2)s1	-1%	-2%	3.9%	12%	-0.1%	5%	10%	10%	-2.2%
Cc1cc(C)nc(Nc2cccc3ccccc23)n1	-9%	2%	-0.9%	12%	.	4%	-8%	3%	.
COCCOc1ccc(C(F)(F)F)cc1NC(=O)COC(=O)c1c(C)noc1C	-7%	2%	4.3%	-1%	-0.6%	9%	10%	17%	-0.9%
COc1cccc(/C(O)=C2/C(=O)C(=O)N(c3cc(C)on3)C2c2cccs2)c1 (stereo not drawn)	-7%	-6%	-0.3%	0%	0.2%	8%	10%	-1%	-0.7%
CC1(C)Cc2c(sc3nc(C4CCCCC4)n(N)c(=O)c23)CO1	-8%	-3%	4.3%	11%	-0.7%	4%	4%	-4%	.
O=C1CCCCN1CCC(=O)N1CCCC(Nc2ccc(F)c(F)c2)C1 (stereo not drawn)	-8%	-9%	5.1%	4%	-0.9%	4%	8%	1%	.
CCN(Cc1ccccc1)C(=O)C1CCN(S(=O)(=O)c2ccc3c(c2)OCCO3)CC1	-5%	-3%	1.7%	4%	-0.7%	4%	3%	-5%	.
Cc1nc2c(C)cccn2c1/C(O)=C1\C(=O)C(=O)N(CCN2CCOCC2)C1c1ccncc1 (stereo not drawn)	-5%	8%	1.1%	16%	0.7%	-2%	2%	2%	-0.3%
O=C(NCC1CCOCC1)c1ccc(OC2CCN(Cc3ccccn3)CC2)cc1	-9%	-4%	0.6%	4%	-0.4%	2%	5%	10%	-1.3%
Fc1ccc(C2CC(c3ccccc3)n3ncnc3N2)cc1 (stereo not drawn)	0%	-7%	4.4%	6%	-0.2%	-16%	4%	-9%	-2.7%
CCCCN=C1NN=C(c2ccc3c(c2)OCCO3)CS1	-2%	.	-0.3%	.	-0.7%	8%	14%	-1%	-3.3%
CC(C)(C)C(=O)Nc1ccc(C(=O)OC2CCCCC2)cc1	-8%	-4%	52%	10%	2.4%	-15%	9%	8%	4.0%
COc1ccc(Cl)cc1NC(=O)CN1CCCC1	1%	-6%	-0.6%	1%	0.3%	-8%	15%	-7%	-1.9%
Cc1ccc(S(=O)(=O)N2CCC(C(=O)OC(C)C(=O)NC(N)=O)CC2)cc1C (stereo not drawn)	-9%	-9%	-0.5%	10%	0.3%	-3%	1%	.	.
CC(=O)Nc1ccc(S(=O)(=O)Nc2cccc3[nH]ncc23)cc1	4%	5%	8.9%	8%	-0.7%	-3%	17%	6%	.
O=C(CN1CCN(C/C=C/c2ccccc2)CC1)Nc1ccc(F)cc1F	-7%	-6%	-2.3%	-2%	-1.3%	0%	11%	5%	.
Other records.
SMILES	LYP inhibition	NS5 inhibitors	RSV antiviral HEp-2	Rac1 GTP hydrolysis	West Nile antiviral	GPR35 arrestin U2OS	SV40 large T antigen	PhoP inhibition	ER stress rescue
COc1ccc(C2=NN(C(=O)CN3CCOCC3)C(c3nc4ccccc4[nH]3)C2)cc1 (stereo not drawn)	-2%	2%	0.7%	5%	-0.3%	-7%	-39%	-6%	0.3%
COc1ccc(Cl)cc1NC(=O)CN(C)C(=O)c1cc(-c2ccncc2)nc2ccccc12	.	-5%	-3.1%	3%	.	.	11%	4%	.
Cc1ccc(C2N(c3ccc(Cl)c(Cl)c3)C(=O)C3CCCN32)o1 (stereo not drawn)	2%	-3%	-1.6%	0%	-0.4%	14%	3%	11%	.
CN(C)/C=N/c1nc2nccc(-c3cccnc3)n2n1	-4%	-12%	0.3%	6%	-0.2%	8%	19%	-5%	-1.2%
CC1C(=O)C(C)C(c2cccs2)NC1c1cccs1 (stereo not drawn)	-3%	4%	-0.3%	5%	-0.6%	4%	2%	-3%	-3.1%
O=C(NC1CC1)C1CCN(c2nc3ccccc3s2)CC1	0%	-1%	2.0%	-1%	-0.3%	0%	25%	-1%	.
CCOC(=O)C1=NN(c2ccccc2)C2=NC(C)=C(C(=O)OC)C(c3cccs3)N12 (stereo not drawn)	.	-5%	0.4%	5%	1.1%	.	.	.	.
CC(C)(C)NC(=O)N1CCn2cccc2C1c1ccccc1F (stereo not drawn)	-3%	5%	1.0%	-6%	0.3%	-12%	10%	-1%	-1.5%
COc1ccc(-c2noc(CN3CCCCC3)n2)cc1OC	4%	-6%	-0.7%	2%	-0.1%	4%	14%	-1%	-0.3%
Cc1cccc(Nc2ncnc3nc[nH]c23)c1	0%	1%	-0.3%	6%	1.5%	-8%	1%	-11%	-2.1%
O=C(CSc1ccc(-c2cccs2)nn1)N1CCCCC1	-11%	-10%	2.1%	7%	-0.3%	7%	6%	-13%	-0.7%
Cc1cc2c(c(=O)o1)C(CCC1CCCCC1)C(C#N)=C(N)O2 (stereo not drawn)	-10%	.	-0.4%	.	0.3%	-13%	24%	-4%	.
CCN(C(=O)c1cc([N+](=O)[O-])ccc1NCc1cccnc1)c1ccccc1	-10%	-9%	2.2%	3%	-1.4%	-4%	0%	1%	.
CC1(C)CC(N2CCCC2)=CC(=[N+]2CCCCCC2)C1	-4%	6%	1.2%	5%	-0.6%	-2%	14%	-10%	-2.1%
Cc1cc(C(=O)Nc2ccc3c(c2)OCO3)no1	-2%	-2%	2.7%	5%	0.6%	-19%	18%	0%	.
CCN1CCN(C(=O)C2CCC(=O)N(Cc3cccc(C(F)(F)F)c3)C2)CC1 (stereo not drawn)	-8%	-2%	-0.2%	5%	?	-5%	3%	5%	.
O=C(NCCC(=O)N1CCNC1=O)OCc1ccccc1	1%	-1%	-2.2%	-3%	-0.3%	12%	1%	9%	0.1%
CCCNC(=O)c1cccc(Cn2cc(Br)c([N+](=O)[O-])n2)c1	-9%	-8%	4.7%	7%	-0.7%	2%	10%	4%	-1.5%
CC(C)[C@H](NC(=O)c1ccco1)C(=O)Nc1ccc(OC(F)F)cc1	-9%	2%	1.5%	4%	-1.0%	-15%	12%	8%	.
COC(=O)c1ccc(OC)c(-c2c(OC)cc(OC)cc2OC)c1	-1%	-2%	2.2%	0%	-0.4%	-6%	16%	3%	-4.7%
CC1Nc2ccc(C(=O)NC3CCCCC3)cc2NC1=O (stereo not drawn)	-6%	2%	1.3%	6%	0.0%	-2%	16%	-7%	.
O=C(N/N=C/c1c(O)ccc2ccccc12)c1ccc[n+](CCO)c1	2%	-19%	1.9%	-13%	-0.3%	-6%	3%	12%	-0.2%
COCCn1nnnc1C(c1ccc(OC)cc1)N1CCN(C(=O)c2ccco2)CC1 (stereo not drawn)	-12%	-4%	1.0%	1%	-0.9%	0%	-2%	14%	.
Cc1ccc2oc(C(=O)Nc3ccc(S(=O)(=O)Nc4onc(C)c4C)cc3)cc(=O)c2c1	-7%	-3%	1.6%	8%	0.0%	-5%	10%	6%	.
C/C(CCc1ccco1)=N/NC(=O)CCC(=O)Nc1ccc(Br)cc1	-3%	-8%	1.2%	9%	-1.0%	-4%	7%	-6%	-2.0%
(more compounds)
SMILES	LYP inhibition	NS5 inhibitors	RSV antiviral HEp-2	Rac1 GTP hydrolysis	West Nile antiviral	GPR35 arrestin U2OS	SV40 large T antigen	PhoP inhibition	ER stress rescue
S=C(c1ccc(Br)cc1)N1CCCC1	-6%	-5%	2.2%	4%	-0.5%	14%	7%	12%	.
OCCNCc1cc(Br)ccc1OCc1ccc(Cl)cc1Cl	-7%	0%	.	10%	-0.5%	-2%	9%	10%	-1.4%
Cc1ccc(-c2onc3ccc(C4OCCO4)cc23)cc1	2%	-10%	2.8%	12%	-0.1%	-2%	18%	-4%	-1.6%
CCN1CCN(CC(=O)NC2CCCC2)C(=O)C1=O	-6%	1%	1.7%	-1%	0.8%	-6%	2%	4%	-0.4%
Cc1ccc(-c2cn3c(n2)SCC3)cc1	-5%	-27%	-0.3%	14%	-0.1%	-2%	23%	-5%	-2.7%
O=C(NCc1ccccc1)/C(=C/c1ccc(OC(F)F)cc1)c1ccccc1	1%	-5%	13%	9%	-1.3%	-11%	4%	7%	-0.2%
CCn1c(C)nc2cc(S(=O)(=O)C(F)F)ccc21	-7%	-2%	1.9%	2%	0.0%	-20%	7%	2%	-1.7%
CC(C)(C)C(=O)Cn1ncc(N2CCOCC2)c(Br)c1=O	-9%	2%	0.7%	7%	0.3%	8%	19%	2%	-0.9%
CCc1ccc(S(=O)(=O)c2cn(C)c3cc(OC)c(OC)cc3c2=O)cc1	-5%	-4%	.	-4%	-0.1%	10%	7%	0%	.
CN(C)c1ccc(S(=O)(=O)N(C)C)cc1[N+](=O)[O-]	0%	-3%	-1.6%	8%	0.1%	-1%	14%	-2%	-0.6%
